Pin1 inhibitor – blocks the human prolyl isomerase Pin1 | Q13526 | Potency, µM (series often up to 115 µM), inactives show top-dose activity, negative = inhibition, actives largely listed as inhibitors | 390,000 tested, 0.009% active | Pin1 FP peptide displacement, HiFluor488, 10 min | AID 504891; active = well fitted inhibition curve with a large enough effect in the polarisation, with a control signal flat, not every such curve was filed as active; inconclusive = small, poorly fitted or top-dose-only effect, or effect the other way, or a change in a side signal; inactive = no such curve, though single readings can be large or run the other way; the % refers to the polarisation; also: potency is read from the fitted curve at half-maximal effect; % is scaled to controls: 0 for no effect and ±100 for the full control effect
Target sequence (Q13526 whole entry, looked up): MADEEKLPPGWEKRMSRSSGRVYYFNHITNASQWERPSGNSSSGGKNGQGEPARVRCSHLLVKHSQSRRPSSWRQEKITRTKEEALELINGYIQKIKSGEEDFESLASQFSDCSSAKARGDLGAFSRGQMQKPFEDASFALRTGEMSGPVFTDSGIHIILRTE
Tb PGK inh – T. brucei PGK inhibition; 380,000 tested, 0.043% active; P07378; Potency, µM (highest dose often 57.5 µM), for inactives: at the highest dose activity change, negative = inhibition, actives largely listed as inhibitors; PGK/GAPDH coupled, Kinase-Glo luminescence, 60 min; also: potency is read from the fitted curve at half-maximal effect; % is scaled to controls: 0 for no effect and ±100 for the full control effect; nearly all actives have a fitted effect of over 60% in size
Target sequence (P07378 whole entry, looked up): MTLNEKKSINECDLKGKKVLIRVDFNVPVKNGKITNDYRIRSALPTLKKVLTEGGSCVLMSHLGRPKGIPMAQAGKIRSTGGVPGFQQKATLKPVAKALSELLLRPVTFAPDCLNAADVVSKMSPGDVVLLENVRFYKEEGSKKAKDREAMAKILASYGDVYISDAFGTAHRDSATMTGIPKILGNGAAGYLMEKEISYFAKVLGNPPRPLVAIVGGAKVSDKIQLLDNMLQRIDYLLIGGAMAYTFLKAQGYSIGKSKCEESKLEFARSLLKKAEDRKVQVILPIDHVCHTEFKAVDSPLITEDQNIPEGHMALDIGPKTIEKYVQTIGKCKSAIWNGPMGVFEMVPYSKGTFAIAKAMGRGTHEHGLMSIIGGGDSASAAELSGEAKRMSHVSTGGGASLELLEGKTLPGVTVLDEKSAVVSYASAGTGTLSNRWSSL
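Luminescent ATP detection (Kinase-Glo Plus) follows a 60-minute room-temperature incubation, with wells lacking PGK as controls. Buffer: 100 mM TEA (pH 7.6), 5 mM MgCl2, 0.01% Tween-20. Coupling enzyme GAPDH (100 nM final) supplies unstable 1,3-BPG in-well.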
rTrxR1 inhibitor – inhibitors of rat thioredoxin reductase 1 | O89049 | Potency, µM (doses to about 114 µM), for inactives: at the highest dose activity change, negative = inhibition, hits mostly inhibitors | recombinant rTrxR1, NADPH fluorescence consumption, selenite substrate | 390,000 tested, 1% active | AID 588453; also: potency is read from the fitted curve at half-maximal effect; % is scaled to controls: 0 for no effect and ±100 for the full control effect; nearly all actives have a fitted effect of over 65% in size
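Rat TrxR1 (90 nM in the dispensed reagent) was pre-reduced with 400 uM NADPH for 5 min at room temperature, then incubated with compound for 15 min. After 400 uM selenite was added, NADPH fluorescence (Ex 340/Em 450 nm) was followed for 8 min.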
PI4K2A block – PI4K2A (human) kinase inhibition; Q9BTU6; purified PI4K2A, ADP-Glo luminescence, 1 h; hits give low values; activity change, negative = inhibition, % at 76.9 µM; 420,000 tested, 0.13% active; AID 1346378; in the data active = activity change below about -50%; inconclusive = mostly about -30% to -49%;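 also: -100% = wells without enzyme as full effect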
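PI4K2A activity was measured by ADP-Glo luminescence: enzyme (4 ug/mL stock) and phosphatidylinositol (1.2 mM stock) in Tris pH 7.5/MgCl2/EGTA/Triton X-100 buffer were reacted with ATP (300 microM stock) for one hour at ambient temperature.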
GLS inh – blocks human kidney-isoform glutaminase activity. GLS enzymatic activity, qHTS titration. 410,000 tested, 0.21% active. AID 624170. O94925. Potency, µM (top dose mostly 45.5 µM), for the others: at the highest dose activity change, negative = inhibition, actives largely listed as inhibitors; also: potency is read from the fitted curve at half-maximal effect; % is scaled to controls: 0 for no effect and ±100 for the full control effect
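Compounds were pin-transferred onto hKGA, after which L-glutamine (1 mM solution) and a detection mix of glutamate oxidase, HRP and Amplex Red were added. Initial and 30 min RT fluorescence reads were collected.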
TrxR1 substrate – is turned over as a substrate by rat TrxR1; Potency, µM (highest dose often 114 µM), inactives show at the highest dose activity change, negative = substrate turnover; AID 588456; O89049; purified TrxR1 substrate turnover, NADPH consumption readout; 390,000 tested, 0.01% active; also: potency is read from the fitted curve at half-maximal effect; % is scaled to controls: 0 for no effect and ±100 for the full control effect; nearly all actives have a fitted effect of over 50% in size
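Rat TrxR1, dispensed at 90 nM, was prereduced with 400 uM NADPH (final) for 5 min at ~22 deg C, then incubated with compound 15 min before 400 uM selenite. A first-read NADPH fluorescence drop versus no-compound background flagged substrates.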
USP1-UAF1 inh – inhibitors of human USP1/UAF1 deubiquitinase. O94782. recombinant USP1/UAF1, Ub-Rhodamine cleavage fluorescence. Potency, µM (doses to about 57.1 µM), for the others: at the top dose activity change, negative = inhibition, usual class: inhibitors. 390,000 tested, 0.23% active. AID 743255; also: potency is read from the fitted curve at half-maximal effect; % is scaled to controls: 0 for no effect and ±100 for the full control effect; nearly all actives have a fitted effect of over 60% in size; inactives centre near -12
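USP1/UAF1 complex at 1 nM was preincubated with compound for 15 min at room temperature, then Ub-Rho substrate (150nM final) was added. Fluorescence (480/540 nm) was read kinetically, 6 reads every 60 seconds.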
mIDH1 inhibitor – inhibitors of human mutant IDH1 R132H; Potency, µM (titrated, usually from 76.6 µM), for inactives: at the highest dose activity change, negative = inhibition, hits mostly inhibitors; AID 602179; IDH1-R132H enzyme, NADPH consumption, diaphorase/resazurin fluorescence; O75874; 390,000 tested, 0.093% active; also: potency is read from the fitted curve at half-maximal effect; % is scaled to controls: 0 for no effect and ±100 for the full control effect; nearly all actives have a fitted effect of over 65% in size
Target sequence (O75874 whole entry R132H, stated change not applied): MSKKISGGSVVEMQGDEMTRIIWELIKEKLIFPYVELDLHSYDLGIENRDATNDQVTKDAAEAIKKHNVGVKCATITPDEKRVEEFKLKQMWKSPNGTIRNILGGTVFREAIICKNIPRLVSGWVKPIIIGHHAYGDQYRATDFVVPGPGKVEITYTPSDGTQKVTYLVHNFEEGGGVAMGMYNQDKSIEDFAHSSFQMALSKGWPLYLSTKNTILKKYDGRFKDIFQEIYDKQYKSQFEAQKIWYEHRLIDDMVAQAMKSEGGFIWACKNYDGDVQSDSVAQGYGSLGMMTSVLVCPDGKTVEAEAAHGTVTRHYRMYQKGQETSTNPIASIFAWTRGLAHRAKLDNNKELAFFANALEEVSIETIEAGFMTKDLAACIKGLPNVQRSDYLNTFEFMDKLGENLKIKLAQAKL
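IDH1-R132H (0.5 ug/mL dispensed) in pH 7.5 Tris buffer was preincubated 30 min with compound, then given a substrate mix of 0.016 mM NADPH and 2 mM alpha-KG for 80 min at room temperature; remaining NADPH was read by diaphorase/resazurin fluorescence.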
HP1b chromo inh – HP1-beta chromodomain-methylated histone interaction inhibition | P83916 | AlphaScreen HP1-beta / biotin-H3K9me3 peptide binding | Potency, µM (doses to about 114 µM), inactives show top-dose activity change, negative = inhibition, hits mostly inhibitors | 390,000 tested, 0.56% active | AID 540317; also: potency is read from the fitted curve at half-maximal effect; nearly all actives have a fitted effect of over 70% in size; inactives centre near 23
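Compound inhibition of the preformed complex between 50 nM HP1-beta and 50 nM biotinylated H3K9me3 peptide was read by AlphaScreen. Buffer was PBS pH 7.4 with 0.01% Tween-20. Incubations ran 30 min at room temperature, with 10 ug/mL donor/acceptor beads.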
Starred values were filed as active, the others as inactive; i = inactive; ? = inconclusive; nt = not tested or not shown; & = joins results of further samples; [ ] = remark or other dose. Unless noted, calls follow the shape of the dose curve; as a rule, active = well fitted curve in the direction sought with a large enough effect; inconclusive = small, poorly fitted or top-dose-only effect, or another doubt; inactive = no such curve, though single readings can be large; an effect the other way counts as inactive or inconclusive. Only part of the results is shown, so the mix of outcomes need not match the whole.

(1) COc1ccc(NC(=S)N2CCNC(=O)C2CC(=O)Nc2ccc(C)cc2)cc1 (centres undefined)
(2) O=C(Nc1ccc(-n2nncc2-c2ccco2)cc1)c1cccc(F)c1
(3) O=C(CCS(=O)(=O)c1ccccc1)NNC(=O)CSc1ccccc1F
(4) Cc1cc(C)cc(C(=O)N2CCCCCC2)c1
(5) O=C(CN(c1ccc(F)cc1)S(=O)(=O)c1ccc2c(c1)OCCO2)NCc1ccccn1
compound no.	1	2	3	4	5
Pin1 inhibitor	-8%	8%	3%	-3%	-1%
Tb PGK inh	-2%	i	9%	-4%	2%
rTrxR1 inhibitor	-13%	10%	10%	16%	5%
PI4K2A block	-2	-10	-5	0	-2
GLS inh	12%	7%	7%	-1%	5%
TrxR1 substrate	-14%	4%	5%	7%	0%
USP1-UAF1 inh	-17%	?	-13%	1%	1%
mIDH1 inhibitor	3%	6%	-6%	4%	-2%
HP1b chromo inh	21%	-22%	51%[activator]	?	42%[activator]

(6) CC(C)(c1ccccc1)c1ccc(OCC(O)CN2CCCC2)cc1 (centres undefined)
(7) CCOc1ccc2[nH]c(=O)c(C(c3nnnn3C3CCCCC3)N3CCN(CC)CC3)cc2c1 (centres undefined)
(8) Cc1ccccc1C(=O)NNC(=S)NC(=O)c1cccs1
(9) CCn1c(=O)cc(OCC(=O)NCc2ccccc2OC)c2ccccc21
(10) Cc1c(Cl)cccc1NC(=O)C1CCN(S(C)(=O)=O)CC1
compound no.	6	7	8	9	10
Pin1 inhibitor	-13%	4%	3%	-2%	-2%
Tb PGK inh	10%	1%	-5%	i	-6%
rTrxR1 inhibitor	-13%	-2%[57.1 µM]	-17%	11%	19%
PI4K2A block	6	-6	2	1	0
GLS inh	7%	1%	10%	-5%	-1%
TrxR1 substrate	-9%	34%[57.1 µM]	-1%	-1%	-5%[57.1 µM]
USP1-UAF1 inh	-13%	-16%	-8%	-27%	-11%
mIDH1 inhibitor	-4%	0%	-11%	10%	14%
HP1b chromo inh	21%	22%	26%	39%[activator]	3%

(11) NC(=O)C1CCN(C(=O)CC(c2ccccc2)c2ccccc2)CC1
(12) COC(=O)c1nc(N)sc1-c1ccc(Cl)cc1
(13) CCOC(=O)/C(C#N)=C/C=C1\C=Cc2ccccc2N1CC
(14) CCOC(=O)Cc1csc(NC(=S)NC(=O)c2ccccc2C)n1
(15) COc1cc(/C=C/C(=O)c2ccccc2O)cc(OC)c1OC
compound no.	11	12	13	14	15
Pin1 inhibitor	1%	3%	?	8%	4%
Tb PGK inh	-6%	i	-7%	-5%	1%
rTrxR1 inhibitor	20%	12%[57.1 µM]	3%[57.1 µM]	-5%	50µM*
PI4K2A block	-6	3	-3	0	-2
GLS inh	4%	24%	11%	11%	18%
TrxR1 substrate	1%	-3%[57.1 µM]	0%	3%	-10%
USP1-UAF1 inh	-12%	-8%	?	-8%	10%
mIDH1 inhibitor	6%	12%	3%	0%	-6%
HP1b chromo inh	14%	23%	?	20%	-32%

(16) Cc1nc2nc3c(cn2n1)C(=O)CC(C)(C)C3
(17) Cc1ccc(NC(=O)Cc2nnc(SCC(=O)c3ccc(Br)cc3)n2C)cc1
(18) Clc1ccc(CN2CCC(c3ccccc3)CC2)cc1
(19) Cc1ccc(C)c(NC(=O)COC(=O)Cc2ccsc2)c1
(20) CC(=O)Nc1ccc(NC(=O)CN(C)S(=O)(=O)c2ccc3nc(C)sc3c2)cc1
compound no.	16	17	18	19	20
Pin1 inhibitor	-5%	23%	-2%	7%	-3%
Tb PGK inh	i	i	-8%	4%	-5%
rTrxR1 inhibitor	14%	17%	8%[57.1 µM]	12%	4%
PI4K2A block	-2	10	2	2	1
GLS inh	1%	-3%	-12%	-7%	-8%
TrxR1 substrate	4%	10%	1%[57.1 µM]	0%[57.1 µM]	0%
USP1-UAF1 inh	-10%	?	-29%	6%	-20%
mIDH1 inhibitor	6%	1%	-6%	7%	14%
HP1b chromo inh	28%	16%	27%	38%	42%[activator]

(21) CC(C)N1CCC2(CC1)N=C(c1ccc3c(c1)OCO3)CC(c1cc(Cl)ccc1O)N2 (centres undefined)
(22) O=C(Nc1ccc(F)cc1)C1CCN(S(=O)(=O)c2ccc3c(c2)CCCN3C(=O)C2CCC2)CC1
(23) COc1ccc(NC(=O)c2cc(=O)c3ccccc3o2)cn1
(24) CN1CCc2c(sc3c2C(=O)NC(c2ccc(-c4ccc(Cl)cc4)o2)N3)C1 (centres undefined)
(25) CN1CCN(S(=O)(=O)c2cccc(C(=O)NCCC3=CCCCC3)c2)CC1
compound no.	21	22	23	24	25
Pin1 inhibitor	?	14%	?	?	0%
Tb PGK inh	-5%	-7%	i	-4%	7%
rTrxR1 inhibitor	-43%	13%[57.1 µM]	12%[57.1 µM]	5%[57.1 µM]	4%
PI4K2A block	-9	-4	5	1	2
GLS inh	23%	1%	-3%	-14%	0%
TrxR1 substrate	-7%[57.1 µM]	4%[57.1 µM]	-6%[57.1 µM]	1%[57.1 µM]	0%
USP1-UAF1 inh	-22%	-13%	-15%	?	1%
mIDH1 inhibitor	6%	0%	13%	5%	0%
HP1b chromo inh	-3%	27%[57 µM]	35%	-13%	17%

(26) COc1ccc(C(=O)c2ccc(OC)c(Br)c2)cc1Br
(27) Cc1ccc(C)c(Nc2c([N+](=O)[O-])c(=O)oc3ccccc23)c1
(28) O=C(NCCC(=O)N1CCCCCCC1)c1ccc(Cl)cc1
(29) CCN1CCN(Cc2ccc(NC(=O)c3ccc(C)c(NC(=O)C(=O)c4c[nH]c5ccccc45)c3)cc2C(F)(F)F)CC1
(30) COc1ccc(-n2ncc3c(SCC(=O)N4CCN(c5ccccc5OC)CC4)ncnc32)cc1
compound no.	26	27	28	29	30
Pin1 inhibitor	4%	-1%	4%	13%&3%	2%
Tb PGK inh	i	i	-7%	2%&-5%	2%
rTrxR1 inhibitor	40µM*	11%	-16%	-4%&-18%	-4%
PI4K2A block	-7	-1	0	-9&-5&-2	2
GLS inh	-2%	13%	-2%	1%&0%&1%	5%
TrxR1 substrate	1%	-6%	-15%	-8%&-6%	-8%
USP1-UAF1 inh	-14%	-10%	-17%	-30%&-7%&-22%	-8%
mIDH1 inhibitor	1%	-8%	3%	-1%	-1%
HP1b chromo inh	32%	-22%	34%	?	13%

(31) O=C(c1ccc(Oc2ccc([N+](=O)[O-])cc2Cl)cc1)N1CCCC1
(32) O=C(CN1C(=O)c2cccnc2Oc2ccc(Cl)cc21)N1CCCCCC1
(33) CC(C)CSc1oc(-c2ccco2)nc1S(=O)(=O)c1ccccc1
(34) CCn1c(SCC(=O)OC)nc2sc3c(c2c1=O)CC(C)(C)OC3
(35) COc1ccc(C(C)C)cc1S(=O)(=O)NC1CCCC1
compound no.	31	32	33	34	35
Pin1 inhibitor	1%	-7%	22%	-6%	-2%
Tb PGK inh	-6%	-1%	-2%	-7%	-8%
rTrxR1 inhibitor	8%[57.1 µM]	18%	-11%	13%	27%
PI4K2A block	2	4	0	-2	-2
GLS inh	0%	-14%	-7%	-2%	-4%
TrxR1 substrate	2%[57.1 µM]	1%	-4%	-4%	0%
USP1-UAF1 inh	-12%	-15%	-25%	-3%	-16%
mIDH1 inhibitor	3%	15%	2%	28%	-16%
HP1b chromo inh	14%	29%	63%[activator]	10%	27%

(36) COCC1CCN(C(=O)c2ccc3oc(C(C)C)nc3c2)C1 (centres undefined)
(37) C=CCNC(=S)NC1CC(C)(C)NC(C)(C)C1
(38) Cc1nc(-c2ccc(S(=O)(=O)N3CCN(c4cccc(Cl)c4)CC3)cc2)co1
(39) O=C(c1cc2ccccc2cc1O)N1CCCC(C(F)(F)F)C1 (centres undefined)
(40) CC12CC(NC(=O)N1CCc1ccccc1)c1ccccc1O2 (centres undefined)
compound no.	36	37	38	39	40
Pin1 inhibitor	nt	?	30%[activator]	-4%	1%
Tb PGK inh	-9%	0%	-8%	3%	-5%
rTrxR1 inhibitor	nt	-4%	14%[57.1 µM]	2%	8%
PI4K2A block	-6	-1	2	-2	-4
GLS inh	3%	0%	-11%	4%	nt
TrxR1 substrate	nt	-5%	-4%[57.1 µM]	-6%	6%
USP1-UAF1 inh	-26%	-17%	-23%	-2%	-16%
mIDH1 inhibitor	-1%	3%	-8%	11%	3%
HP1b chromo inh	nt	28%	-1%[57 µM]	26%	34%[activator]

(41) O=C(CN(C(=O)c1ccccc1)C(=O)c1ccccc1)OCc1ccccc1
(42) CCNc1c(C(=O)O)ccc2c1C(=O)c1ccccc1C2=O
(43) CC12CCC(C(=O)Nc3nc4ccccc4s3)(OC1=O)C2(C)C (centres undefined)
(44) CN(CC(=O)NCCC1=CCCCC1)S(=O)(=O)c1ccc2c(c1)CCC(=O)N2
compound no.	41	42	43	44
Pin1 inhibitor	54%[activator]	-19%	11%	-2%
Tb PGK inh	-6%	-12%	2%	7%
rTrxR1 inhibitor	4%	-24%	-5%	14%[57.1 µM]
PI4K2A block	0	-8	1	-6
GLS inh	-2%	0%	0%	5%
TrxR1 substrate	-5%	-15%	-6%	9%[57.1 µM]
USP1-UAF1 inh	-22%	-13%	-24%	3%
mIDH1 inhibitor	5%	8%	-3%	1%
HP1b chromo inh	93%[activator]	-30%	38%	39%[activator]

High-throughput results as filed in PubChem.
